# Bioassay records: PubChem, Broad Institute
# miR122 inh = blocks miR-122 activity in Huh7 sensor cells. Huh7 miR-122 Renilla luciferase sensor, 48 h; neutral wells = 0, positive control = 100. activation (reporter increase), % at 12.5 µM. actives 0.3% (n = 340,000). AID 602342;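 active = mean replicate activation score at least 90 and every replicate individually at or above 90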;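 also: higher luciferase means less miR-122 activity so hits act as miR-122 inhibitors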
# FN deposition inh = fibronectin deposition inhibition; actives 0.086% (n = 350,000); AH1F fibroblasts, Alexa488-fibronectin deposition fluorescence, overnight; AID 743247; inhibition, % at 12.6 µM;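 active = mean inhibition across replicates of 30% or more, regardless of how many single replicates reach that level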;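 also: positive control wells lacked labelled fibronectin entirely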
#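 Measured by – fluorescence 485/525 nm · System – AH1F fibroblast monolayer, labelled fibronectin deposition · Amount – 10000 cells per well · Buffer or medium – serum-reduced DMEM (2% serum) · Doses – single dose, pinned · Also added – fluorescent fibronectin at 24 nM final · Schedule – 1 h cell attachment, overnight exposure to compound and label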
# * hit, by the source's call.
SMILES,miR122 inh,FN deposition inh
CC(C)CNC(=O)CN(C1CCCCC1)S(C)(=O)=O,-3,-4
O=C(Nc1ccccc1NC(=O)c1ccco1)c1ccco1,5,0
O=C(NCc1ccco1)c1ccccc1F,-12,3
O=C(/C=C/c1ccccc1)NC(NC(=S)Nc1ccc(Cl)cc1)C(Cl)(Cl)Cl (configuration not stated),10,-11
COc1ccccc1C1Nc2cccc3cccc(c23)N1,17,7
COC(=O)C1=C(C)OC(N)=C(C#N)C1c1ccco1 (configuration not stated),-7,-9
Cc1[nH]nc2c1C(c1ccccn1)N(c1ccc(Br)cc1)C2=O (configuration not stated),-2,2
CC(C)(C)OC(=O)NC(CCCCNC=O)C(=O)O (configuration not stated),-3,16
CCOC(=O)c1c(C)nc2c(c1-c1ccc(OC)cc1)C(=O)CC(C)(C)C2,7,3
O=C1CC(C(=O)O)c2ccccc2N1 (configuration not stated),3,0
COc1cc(/C=C(/C#N)c2ccc(F)cc2)ccc1OCc1ccc(C(=O)O)o1,3,1
CCC12CN3CC(CC)(CN(C1)C3c1ccc(OC(C)C)cc1)C2=O (configuration not stated),-16,0
Cc1c(Br)cc(C(=O)N2CCN(CCO)CC2)c(C)c1C,0,11
COc1cc(-c2ccc(NC(=O)CN3CCC(C)CC3)c(OC)c2)ccc1NC(=O)CN1CCC(C)CC1,6,-4
CC(C)N(Cc1nc(-c2ccc(Cl)cc2)no1)C(=O)C(c1ccccc1)c1ccccc1,-16,11
O=C(COc1ccccc1F)Nc1nnc(-c2ccncc2)s1,7,-13
Cc1ccc(Nc2nc(N)nc(CSc3nc4ccccc4s3)n2)cc1,3,2
COc1ccc(-c2nnnn2-c2ccccc2OC)cc1,15,3
COCCNC(=O)CSc1nc2ccccc2c(=O)n1CC1CCCO1 (configuration not stated),286*,11
C/C(=C\C(=O)c1ccc(Br)cc1)N1CCCCC1,-1,1
CC1(C)NC(=O)N(CC(O)CN2C(=O)NC(C)(C)C2=O)C1=O,13,-4
Cc1ccc(OCC(O)CNS(=O)(=O)c2ccccc2C(=O)O)cc1 (configuration not stated),3,-11
C[C@H](NC(=O)OC(C)(C)C)c1nnc(SCC(=O)Nc2ccc(Br)cc2)o1,-2,-6
O=C(COc1ncnc2ccccc12)NC(=O)NCc1ccccc1,-4,7
CCC1CCCCN1C(=O)CSc1nc2ccsc2c(=O)n1Cc1ccccc1 (configuration not stated),18,1
COc1ccc(N2CCN(c3oc(Cc4ccccc4)nc3C#N)CC2)cc1,2,-10
CCOC(=O)C(Cc1ccccc1)NC(=O)CCc1c(C)nc2nc(C)nn2c1C (configuration not stated),2,0
CS(=O)(=O)N(CC(=O)N1CCN(c2ccccc2F)CC1)c1ccc2c(c1)OCCO2,-3,0
CCOC(=O)c1c(-c2ccccc2)oc2ccc(O)c(CN3CCCC3)c12,10,0
CC(C)(C)C1CCc2onc(C(=O)Nc3ccc(F)cc3F)c2C1 (configuration not stated),1,3
Cc1nn2c(-c3ccccc3)nnc2c2ccccc12,-10,6
Cc1ccc(-c2nnc(SCC(=O)O)n2N)cc1,-2,7
c1coc(-c2nnc(NC3=NCCC3)o2)c1,-7,-8
CCc1cc[n+](-c2nc3ccccc3nc2C(=C=[N-])C#N)cc1,-7,-5
CC(C)OC(=O)C1C(=O)CC(C)(O)C(C(=O)OC(C)C)C1c1cccc(O)c1 (configuration not stated),18,-21
COc1ccc(/C=C/C(O)=C2/C(=O)N(C)C3(C)CC2c2ccccc2O3)cc1 (configuration not stated),3,6
N#C/C(=C/c1ccc(N2CCCC2)c([N+](=O)[O-])c1)c1nc2ccccc2[nH]1,18,7
COc1ccc(CN2CCN(c3cc(C)nc4c5c(C)cc(C)nc5nn34)CC2)cc1F,-11,-1
CC(=O)OC1CSc2nc3ccccc3n2C1 (configuration not stated),-2,-25
Cc1cc(C)cc(OCC(=O)Nc2ccc(F)cc2)c1,1,-4
CCOC(=O)c1cnc2c(N=Nc3ccccc3)c(N)nn2c1N,5,8
N#Cc1c(-n2ccnc2)cccc1-n1ccnc1,-6,15
CS(=O)(=O)c1nc(-c2ccc(Br)cc2)cc(-c2ccccc2)c1C#N,-9,-6
CC1=C(C(=O)Nc2ccc(Cl)cc2)C(c2cccs2)n2nnnc2N1 (configuration not stated),7,-10
c1ccc2c(c1)CCCn1nnnc1-2,23,9
O=C(C1CC1)N1CCc2cc(Br)cc(S(=O)(=O)NCc3ccc4c(c3)OCO4)c21,41,-5
CCCc1ncc(C(=O)c2ccc(OC)cc2)n1C,5,-2
COc1ccc(C(=O)CSc2nnc(-c3ccco3)n2CC2CCCO2)cc1 (configuration not stated),2,-2
Cc1nnc(SCC(=O)Nc2ccc(N3CCOCC3)cc2)o1,-9,-3
CCC(=O)N(CCC(c1ccco1)c1ccccc1OC)Cc1cccs1 (configuration not stated),0,1
COC(=O)c1cc(C(=O)c2ccc(Cl)cc2Cl)cn1C,-1,7
Cc1c(NC(=O)c2n[nH]c(=O)c3ccccc23)c(=O)n(-c2ccccc2)n1C,0,3
Cc1sc(NC(=O)CSC2=NCCS2)nc1-c1ccccc1,3,-26
O=C1Nc2ccccc2S/C1=C/Nc1cccc(Cl)c1,34,-3
N#Cc1nc(-c2ccccc2Cl)oc1N1CCOCC1,-2,4
CN1CCN(C(=O)c2ccccc2-c2nc(-c3ccc(Cl)cc3)no2)CC1,-1,-2
Cc1nc2c(Br)cc(Br)cc2cc1O,0,9
CCCS(=O)(=O)N1CCN(c2ccccn2)CC1,3,2
Cc1cc(Cl)ccc1NC(=S)NCc1ccccc1,45,5
COc1ccc2cc3cc(C(=O)Nc4ccc5c(c4)OCO5)oc3nc2c1,-10,-11

# Additional records follow:
SMILES,miR122 inh,FN deposition inh
CC1=C(C(=O)Nc2ccccc2)C(c2cccnc2)n2nc(-c3cccnc3)nc2N1 (configuration not stated),2,-5
NS(=O)(=O)c1ccc(CCNC(=O)c2ccccc2F)cc1,-16,-4
CCN(CC)c1nc2cc(OC)ccc2cc1C#N,1,11
CC(C)n1cc(/C=C2/NC(=O)N(c3cccc(Cl)c3)C2=O)c2ccccc21,1,-5
Cc1cccc(Sc2c([N+](=O)[O-])ncn2C)n1,-6,11
COc1cc(OC)c(C2N(c3cc(C)on3)C(=O)C3CCCN32)cc1OC (configuration not stated),1,1
Cc1ccc2cc(C#N)c(NCCCNC(=O)C3CCCO3)nc2c1 (configuration not stated),-13,10
O=[N+]([O-])c1ccc(C(=Nc2cccc3ccccc23)N2CCOCC2)cc1,8,12
COc1cccc(C(=O)CN2C(=O)C(C)(C)Oc3ccc(C(=O)N4CCCCCC4)cc32)c1,12,23
C=CCc1ccccc1OCC(O)CNC (configuration not stated),6,6
C=C(C)Cn1c(NCCOC)nc2c1c(=O)[nH]c(=O)n2C,-1,-3
COc1ccc(NC(=O)C(=O)N/N=C/c2cc(C)n(-c3cccc(Cl)c3Cl)c2C)c(OC)c1,-1,-9
CC(C)C(=O)Nc1cccc(C(=O)Nc2ccccc2C(=O)O)c1,4,1
O=C(CN(Cc1ccc2c(c1)OCO2)C(=O)CNC(=O)c1ccco1)NC1CCCCC1,0,12
Nc1c(N2CCOCC2)cc(Cl)c2nonc12,-2,17
Cc1cc(-c2ccccc2)nc2[n+]1CCN2C,-7,-18
Cn1c(C(=O)NCC2CCCO2)cc2c(=O)n3ccccc3nc21 (configuration not stated),4,-9
O=C(Nc1ccc2c(c1)oc1ccccc12)c1ccc2c(c1)OCO2,10,4
O=C(NN1C(=O)c2ccccc2NC1c1ccccn1)c1ccc(Br)cc1 (configuration not stated),-4,2
CCNC(=S)NC1CC2CCCC(C1)N2Cc1ccco1 (configuration not stated),-3,-6
CC(=O)N1CCN(Cc2nc3cc(NS(C)(=O)=O)ccc3n2C)CC1,3,2
COc1ccc(C(c2nnnn2Cc2cccs2)N2CCN(c3ccc(F)cc3)CC2)cc1OC (configuration not stated),1,-7
CC1(C)C(=O)Nc2ccccc2N1C(=O)CN1C(=O)c2ccccc2C1=O,-11,-13
CCCCc1cc(=O)oc2cc(OCC(=O)N(CC)CC)ccc12,6,-1
CCC(C)(C(=O)NC1CCCCC1)N(Cc1ccco1)C(=O)c1cnccn1 (configuration not stated),-2,9
CC(=O)c1cccc(S(=O)(=O)N(Cc2cc3cc4c(cc3[nH]c2=O)OCCO4)CC2CCCO2)c1 (configuration not stated),8,-5
O=C(OCC(=O)N1CCN(C(=O)c2ccco2)CC1)C1=COCCO1,-6,10
COC(=O)Nc1nnc(CC(=O)Nc2ccccc2C)s1,1,14
O=S(=O)(N1CCOCC1)n1nnc2ccccc21,-4,-1
CNC(=S)N1CCN(c2ccccc2OC)CC1,-2,-23
COC(=O)c1[nH]c2c(c1C)C(=O)CCC2,-3,4
COc1ccc(OC)c(-n2c(-c3ccccc3)n[nH]c2=S)c1,5,3
Cc1cn(C(=O)c2ccccc2)c(=S)n1-c1ccc(Br)cc1,65,-8
Cc1ccc(CN(C)C(=O)C2CCCN2C(=O)c2cccs2)o1 (configuration not stated),7,2
COc1ccc(N2C(=O)CCC2(C#N)c2ccc(Br)cc2)cc1 (configuration not stated),-1,10
O=C(CN1CCOCC1)Nc1ccc(OCc2ccccc2)cc1,-8,23
Cc1ncc(CO)c2cc(C(N)=O)c(=Nc3ccccc3)oc12,-5,-12
CCOC1(C(F)(F)F)NC(=O)N(Cc2ccc(OC)cc2)C1=O (configuration not stated),-6,-2
COc1cc(/C=N\Nc2nc3ccccc3o2)cc(OC)c1OC,7,-10
COc1ccc(C)cc1NC(=O)c1nc2nc(C)cc(C)n2n1,1,25
O=C(CC(O)(C(F)(F)F)C(F)(F)F)Nc1ccc(Cl)c(Cl)c1,-63,12
COc1ccc(CN2CC(C(=O)NCc3ccc4c(c3)OCO4)CC2=O)cc1 (configuration not stated),-7,2
CCn1[nH]c(=O)c(=Nc2c(C)n(C)n(-c3ccccc3)c2=O)cc1-c1ccc(Cl)cc1,0,-23
O=C(Oc1ccccc1)Oc1ccc2c(c1)oc(=O)c1ccccc12,-1,-9
CC(=O)N(Cc1ccco1)C1(C(=O)NC2CCCC2)CCCCC1,10,4
CCn1cnc2cc(NCc3ccncc3)ccc21,2,-11
COc1ccc(CNC2=CC(=O)CC(C)(C)C2)cc1,1,-5
CC(=O)NC(Cc1ccc(C(C)C)cc1)C(=O)NC1CCN(c2nc(C)cc(C)n2)CC1 (configuration not stated),5,-20
CN(C)c1nc(N)nc(CSc2n[nH]c(-c3ccccc3)n2)n1,-2,17
CC(C)CCNC(=O)COC(=O)c1ccc(Br)o1,14,-2
CC(=O)c1c(C)n(-c2ccccc2)c2ccc(O)cc12,1,3
CN1C=CC=C/C1=C1\SC(=S)N(c2ccccc2)C1=O,-27,-9
O=C(c1ccco1)N1CCN(c2c(-c3ccccc3)c3cc(Cl)ccc3[nH]c2=O)CC1,-3,3
O=[N+]([O-])c1ccccc1S(=O)(=O)NCCC1=CCCCC1,33,-4
O=c1c2c(n3nnnc3n1Cc1ccccc1)-c1ccccc1CC21CCCC1,-1,1
Cc1ccc(N2C(=O)c3ccc(N)cc3C2=O)cc1C,-4,-27
COc1cc(C(=O)N(Cc2ccc(F)cc2)C2CCS(=O)(=O)C2)cc(OC)c1OC (configuration not stated),-4,7
COC(=O)COc1nsnc1N1CCOCC1,2,-5
COc1ccc(OC)c(C(=O)CSc2nc3c(c(=O)n(C)c(=O)n3C)n2C(C)C)c1,0,6
CN=C1c2cc3cc(OC)ccc3n2CCN1C,1,-6

# (more compounds)
SMILES,miR122 inh,FN deposition inh
CCOC(=O)c1[nH]c2cc(OC)c(OC)cc2c1N,11,0
Cc1nc2cc(C(F)(F)F)ccc2n1C1CCN(CC(=O)N2CCOCC2)CC1,-3,20
CC(Sc1sc(=S)sc1SC(C)C(=O)O)C(=O)O (configuration not stated),0,3
CCCCC(=O)NC1(C(F)(F)F)C(=O)N(Cc2ccco2)C(C)=C1C(=O)OC (configuration not stated),-7,7
COc1ccc(OCCSc2ncccn2)cc1,-3,4

# Among those listed so far, 14 have fluorine.
SMILES,miR122 inh,FN deposition inh
O=C(NCc1ccco1)c1ccccc1F,-12,3
COc1cc(/C=C(/C#N)c2ccc(F)cc2)ccc1OCc1ccc(C(=O)O)o1,3,1
O=C(COc1ccccc1F)Nc1nnc(-c2ccncc2)s1,7,-13
CS(=O)(=O)N(CC(=O)N1CCN(c2ccccc2F)CC1)c1ccc2c(c1)OCCO2,-3,0
CC(C)(C)C1CCc2onc(C(=O)Nc3ccc(F)cc3F)c2C1 (configuration not stated),1,3
COc1ccc(CN2CCN(c3cc(C)nc4c5c(C)cc(C)nc5nn34)CC2)cc1F,-11,-1
Cc1cc(C)cc(OCC(=O)Nc2ccc(F)cc2)c1,1,-4
NS(=O)(=O)c1ccc(CCNC(=O)c2ccccc2F)cc1,-16,-4
COc1ccc(C(c2nnnn2Cc2cccs2)N2CCN(c3ccc(F)cc3)CC2)cc1OC (configuration not stated),1,-7
CCOC1(C(F)(F)F)NC(=O)N(Cc2ccc(OC)cc2)C1=O (configuration not stated),-6,-2
O=C(CC(O)(C(F)(F)F)C(F)(F)F)Nc1ccc(Cl)c(Cl)c1,-63,12
COc1cc(C(=O)N(Cc2ccc(F)cc2)C2CCS(=O)(=O)C2)cc(OC)c1OC (configuration not stated),-4,7
Cc1nc2cc(C(F)(F)F)ccc2n1C1CCN(CC(=O)N2CCOCC2)CC1,-3,20
CCCCC(=O)NC1(C(F)(F)F)C(=O)N(Cc2ccco2)C(C)=C1C(=O)OC (configuration not stated),-7,7

# This is a subset. The share of hits here may be higher or lower than overall.
